Screens: PubChem BioAssay, National Center for Advancing Translational Sciences (NCATS)
PI4K2A block – qHTS for small molecular inhibitors of PI4K2A; Phosphatidylinositol 4-kinase type 2-alpha (Homo sapiens), Q9BTU6; purified PI4K2A, ADP-Glo luminescence, 1 h; hits give low values; activity change, negative = inhibition, % at 76.9 µM; hit rate 0.13% among 420,000; in the data active means activity change below about -50%;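 further: -100% = wells without enzyme as full effect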
Target sequence (Q9BTU6 whole entry, looked up): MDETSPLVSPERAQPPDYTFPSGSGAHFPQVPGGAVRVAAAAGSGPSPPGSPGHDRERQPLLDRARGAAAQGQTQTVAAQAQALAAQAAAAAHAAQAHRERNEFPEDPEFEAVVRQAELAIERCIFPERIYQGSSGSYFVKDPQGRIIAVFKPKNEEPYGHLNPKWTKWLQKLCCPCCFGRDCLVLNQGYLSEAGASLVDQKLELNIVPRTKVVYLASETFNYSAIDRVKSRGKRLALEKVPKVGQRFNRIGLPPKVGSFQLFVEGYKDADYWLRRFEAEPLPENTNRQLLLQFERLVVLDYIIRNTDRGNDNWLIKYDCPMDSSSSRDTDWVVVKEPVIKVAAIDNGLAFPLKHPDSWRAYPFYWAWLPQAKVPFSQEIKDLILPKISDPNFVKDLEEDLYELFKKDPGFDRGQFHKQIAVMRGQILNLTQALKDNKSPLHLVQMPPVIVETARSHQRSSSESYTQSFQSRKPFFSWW
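PI4K2A activity was measured by ADP-Glo luminescence: enzyme (4 ug/mL stock) and phosphatidylinositol (1.2 mM stock) in Tris pH 7.5/MgCl2/EGTA/Triton X-100 buffer were reacted with ATP (300 microM stock) for one hour at ambient temperature.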
GLS inh – qHTS for Inhibitors of Glutaminase (GLS). GLS enzymatic activity, qHTS titration. Potency, µM (titrated, usually from 45.5 µM), inactives show top-dose activity change, negative = inhibition, hits mostly inhibitors. hit rate 0.21% among 410,000. AID 624170, 2012; active means well fitted inhibition curve with a large enough effect; further: potency means the concentration at half of the fitted maximal effect
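Compounds were pin-transferred onto hKGA, after which L-glutamine (1 mM solution) and a detection mix of glutamate oxidase, HRP and Amplex Red were added. Initial and 30 min RT fluorescence reads were collected.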
The depositor's hits bear a star; & = joins results of further samples; [ ] = remark or other dose. Unless noted, on the % scale 0 is the no-effect control and ±100 the full control effect. This is a subset, so the mix of outcomes need not match the whole.

SMILES	PI4K2A block	GLS inh
CC(C)(C)c1ccc(CC(=O)N2CCC2(C)C(=O)Nc2cccc3c2CCCC3)cc1 (centres undefined)	-4	1%
CC1(C(=O)NS(=O)(=O)c2ccc(C#N)cc2)CCN1C(=O)C1CCCCC1 (centres undefined)	-4	-1%
COc1ccc(CCCNC(=O)C2(C)Cc3c(-c4cccc(C(N)=O)c4)ccnc3O2)cc1 (centres undefined)	3	2%
CC(C(=O)O)(C1CCCCC1)C1(O)CCCCC1 (centres undefined)	1	3%
O=C(Nc1cccc(C(F)(F)F)c1)Nc1nnc([C@H]2C[C@H](O)[C@@H](CO)O2)s1	-1	-4%
CCOC(=O)C1=CCC(c2ccccc2)N(S(=O)(=O)c2ccccc2C)C1 (centres undefined)	-1	3%
COc1ccc(CNC(=O)C2Cc3c(-c4ccccc4)ccnc3O2)cc1OC (centres undefined)	-2	-2%
NC(=O)c1ccc(Nc2nc(C(N)c3ccccc3Cl)cs2)cc1 (centres undefined)	1	20%
COCCNC(=O)C1CCCN(C(=O)c2ccc3ccccc3n2)CC1 (centres undefined)	-8	1%
CC(=O)c1sc(Nc2ccc(Oc3ccccc3)cc2)nc1C	0	10%
CC1(C(=O)NS(=O)(=O)c2ccc(F)cc2F)CCN1C(=O)CC1CCCCC1 (centres undefined)	-3	2%
COC(=O)[C@@]1(Cc2ccc(F)cc2)[C@H]2c3cc(C(=O)N4CCCC4)n(Cc4cc(F)cc5c4OCOC5)c3C[C@H]2CN1C(=O)c1ccccc1	-1	0%
CCc1nc2c(OCC3CCCCC3)cccn2c1N(C)C(=O)c1ccc(OC)cc1	-7	2%
O=C(Nc1cccnc1)C1Cc2c(-c3ccc4c(c3)OCO4)ccnc2O1 (centres undefined)	-8	-5%
OC(c1ccc2c(c1)OCO2)c1ncc(-c2ccccc2)[nH]1 (centres undefined)	2	2%
CC(O)(c1ccc(F)c(F)c1)c1nc(-c2cccc(C(F)(F)F)c2)cs1 (centres undefined)	-2	0%
O=C(NCc1ccccc1)c1cc(C2CCCCN2C(=O)c2ccccc2)on1 (centres undefined)	3	-3%
CCCCn1nnnc1C(c1ccccc1)N1CCN(Cc2c(F)cccc2Cl)CC1 (centres undefined)	0	1%
CCOc1cc(OCC)cc(C(=O)N2CCC[C@H]2C(=O)N2CCC[C@H]2C(=O)NCc2ccc(F)cc2F)c1	4	4%
O=C(NCc1ccc(F)cc1)c1cc(C2CCCN(C(=O)C3CCCCC3)C2)on1 (centres undefined)	0	-8%
COc1cccc(-c2nc3nc(C)cc(C)n3c2Nc2c(C)cccc2C)c1	-2	21%
CCNC(=O)C1CCCN(C(=O)c2cc(F)cc(F)c2)CC1 (centres undefined)	6	-11%
CCCCNC(=O)C1(C)CCCCN1C(=O)c1csnn1 (centres undefined)	4	1%
CC1(C(=O)Nc2ccc(F)cc2F)CCN1C(=O)CCC1CCCC1 (centres undefined)	3	3%
CC(C)NC(=O)C1(C)CCN1C(=O)c1cccn1C (centres undefined)	-3	2%

Some of these compounds in order of SMILES length, low to high.
SMILES	PI4K2A block	GLS inh
CC(C)NC(=O)C1(C)CCN1C(=O)c1cccn1C (centres undefined)	-3	2%
CC(=O)c1sc(Nc2ccc(Oc3ccccc3)cc2)nc1C	0	10%
NC(=O)c1ccc(Nc2nc(C(N)c3ccccc3Cl)cs2)cc1 (centres undefined)	1	20%
CC1(C(=O)Nc2ccc(F)cc2F)CCN1C(=O)CCC1CCCC1 (centres undefined)	3	3%
CC1(C(=O)NS(=O)(=O)c2ccc(F)cc2F)CCN1C(=O)CC1CCCCC1 (centres undefined)	-3	2%
COC(=O)[C@@]1(Cc2ccc(F)cc2)[C@H]2c3cc(C(=O)N4CCCC4)n(Cc4cc(F)cc5c4OCOC5)c3C[C@H]2CN1C(=O)c1ccccc1	-1	0%

(listing goes on)
SMILES	PI4K2A block	GLS inh
CCc1nc2ccc(C(=O)NCc3ccc4c(c3)OCO4)cn2c1N(CC)CCN(C)C	1	6%
CCc1nc2c(OCCc3cccc(OC)c3)cccn2c1N(C=O)Cc1ccc(OC)cc1	6	-16%
CCC1(c2cnc[nH]2)Cc2ccccc2C1	-2	-1%&-10%
CCCCCCCCN1C(=O)[C@H](CC(=O)NCc2cccs2)C[C@@]2(C(=O)OC)CCCCC=C12	4	-20%
O=C(Nc1cccc(C(F)(F)F)c1)c1ccc2sc([C@H]3C[C@H](O)[C@@H](CO)O3)nc2c1	2	8%
O=C([C@H]1O[C@@H](n2ccc(=O)[nH]c2=O)[C@H](O)[C@@H]1O)N(CCC1=CCCCC1)CC1CC1	-2	-7%
OC[C@@H]1CN(Cc2ccncc2)C[C@H](n2cnc3c(NC4CCCC4)ncnc32)O1	2	-1%
CCCCNC(=O)C[C@@H]1C[C@@]2(C(=O)OCC)CCC=C2N(Cc2cccc3ccccc23)C1=O	-1	-9%
Cc1cccc(C)c1NC(=O)C(c1ccccc1)N1CCN(c2ccc(F)cc2)CC1 (centres undefined)	3	6%
CCCS(=O)(=O)NC(=O)C1(C)CCN(C(=O)c2ccc(C#N)cc2)C1 (centres undefined)	0	6%
Cc1noc(C)c1Cn1c(C)c(C(=O)NCc2ccc3c(c2)OCCO3)sc1=O	1	-3%
CC1(C(=O)Nc2ccc(F)cc2F)CCN1C(=O)Cc1ccccc1 (centres undefined)	-4	1%
CCc1nc2c(OCc3ccc(Cl)cc3Cl)cccn2c1N(C)C(=O)C(C)C	-3	8%
CCc1nc2c(OCc3ccc(Cl)cc3)cccn2c1N(C)C(=O)c1ccccc1F	-2	0%
Clc1ccc(-c2nc3ccc(Br)cn3c2Cc2ccsc2)cc1	-2	1%
CS(=O)(=O)c1ccc(-c2cnc3c(NC=O)cc(-c4ccsc4)cn23)cc1	0	-7%
COc1cccc(-c2ccc(CN3C(C(C)C)C(=O)N(Cc4cn(CCC5OCCO5)nn4)CCS3(=O)=O)cc2)c1OC (centres undefined)	-2	-3%
O=C(NCc1cc(Cl)cc(Cl)c1)c1ccc2nc([C@@H]3O[C@H](CO)[C@@H](O)[C@H]3O)[nH]c2c1	-7	8%
CCc1nc2c(OCc3ccccc3C(=O)OC)cccn2c1N(C)C(=O)CC(C)C	2	4%
CNc1ccc(-c2cccc(C(C)=O)c2)cn1	2	4%
O=C(C[n+]1ccc(C(=O)c2ccccc2)cc1)Nc1cccc([N+](=O)[O-])c1	-3	2%
Cc1cccc(C)c1NC(=O)C1c2ccccc2OCC(=O)N1CCc1c[nH]c2ccccc12 (centres undefined)	4	-1%
Cc1nc2c(OCc3ccc(Cl)cc3)cccn2c1N(C)Cc1cccs1	-3	15%
CCc1nc2c(OCc3ccccc3)cccn2c1N(C)C(=O)c1ccc2c(c1)OCO2	-1	1%
COc1ccc(Cc2c(-c3ccc(C)cc3)nc3cc(C)c(Br)c(C)n23)c(C)c1	-1	-4%

Entries of single compounds from above. Order of screens: PI4K2A block | GLS inh
`CCCCn1nnnc1C(c1ccccc1)N1CCN(Cc2c(F)cccc2Cl)CC1` (centres undefined) in the list: 0 | 1%
`CCCCCCCCN1C(=O)[C@H](CC(=O)NCc2cccs2)C[C@@]2(C(=O)OC)CCCCC=C12` in the list: 4 | -20%
`CC(C)NC(=O)C1(C)CCN1C(=O)c1cccn1C` (centres undefined) in the list: -3 | 2%
`CCOc1cc(OCC)cc(C(=O)N2CCC[C@H]2C(=O)N2CCC[C@H]2C(=O)NCc2ccc(F)cc2F)c1` in the list: 4 | 4%

More results follow.
SMILES	PI4K2A block	GLS inh
CCc1nc2c(OCC(=O)c3ccc(Cl)cc3Cl)cccn2c1N(C)C(=O)COc1ccccc1	-1	0%
O=C1NC[C@H](CCCCN2C[C@H](Cc3ccc(O)cc3)N(CCc3ccccc3)C(=O)C2=O)N(CCc2ccccc2)C1=O	-2	12%
COc1ncc(-c2ccc(N3C(c4ccsc4)=Cc4ccc(F)cc4C3CC(C)=O)cc2)cn1 (centres undefined)	5	11%
COc1ccc(-c2cc(NC(C)=O)c3ncc(-c4cccc(C(F)(F)F)c4)n3c2)c(OC)c1	-7	0%
CN(C)c1cccc(NC(=O)C2(C)Cc3c(-c4cccnc4)ccnc3O2)c1 (centres undefined)	-4	33%[activator]
Nc1ccn([C@@H]2O[C@H](C(=O)N3CCSC3)[C@@H](O)[C@H]2O)c(=O)n1	0	-3%
COCOc1ccc(-c2ncc(OCCN3CCCC3=O)nc2NC(=O)c2cc3ccccc3s2)cc1	-3	-1%
O=C(Nc1ccccc1)C1Cc2c(-c3ccco3)ccnc2O1 (centres undefined)	5	6%
Cc1ccc(CN2CC(N3CCN(Cc4cccc(C)c4)CC3)CS2(=O)=O)cc1 (centres undefined)	-6	-3%
COc1ccc(NC(=O)C2Cc3c(-c4ccc5c(c4)OCO5)ccnc3O2)cn1 (centres undefined)	-4	-1%
CC(C)(O)C1=C[N+](=O)CC=C1	3	-9%
Cc1c(C(=O)NCc2ccccc2)sc(=O)n1Cc1ccccc1F	-4	-8%
Cc1cc(Cl)ccc1-c1nc(NCCN(C)C)nc2ccsc12	-1	11%
OC(c1ccc(F)cc1)c1nc(-c2cncnc2)cs1 (centres undefined)	1	6%
COc1ccc(OC)c(NC(=O)C2(C)CCN2Cc2ccc(OC)c3ccccc23)c1 (centres undefined)	-1	-12%
C#CCNC(=O)C[C@@H]1C[C@@]2(C(=O)OCC)CCC=C2N(CCC2=CCCCC2)C1=O	1	0%
COc1ccccc1-c1cnc(C(O)c2ccc(SC)cc2)[nH]1 (centres undefined)	-3	6%
CCc1nc2c(OCC3COc4ccccc4O3)cccn2c1N(C)C(=O)c1cccc(OC)c1 (centres undefined)	-3	2%
O=C(CN1C(=O)c2ccccc2C1=O)C(O)CN1C(=O)c2ccccc2C1=O (centres undefined)	2	-4%
NC(Cc1ccc(F)cc1)c1csc(Nc2ccc(C(=O)NCCCO)cn2)n1 (centres undefined)	-2	17%
Cc1cccc(C)c1-n1nnnc1C1c2ccccc2C(=O)N1CCOc1ccccc1 (centres undefined)	-2	0%
Clc1cccc(-c2nc3c4ccccc4ccn3c2CC2CCCCC2)c1	-2	0%
CC(C)CC(=O)[C@@H](O)Cc1ccc(O)cc1	4	46%[activator]
CCCCn1nnnc1C(c1cc2ccccc2o1)N(CCN(C)C)Cc1ccccc1 (centres undefined)	2	7%
CC1Oc2ccc(C#N)cc2N(Cc2ccccc2OC(F)(F)F)C1=O (centres undefined)	7	-8%

(more compounds)
SMILES	PI4K2A block	GLS inh
O=C1C(Sc2cccc(F)c2)=C[C@@]2(O)CC[C@@H](O)[C@]1(Sc1cccc(F)c1)[C@H]2O	2	1%
CC(C)NC(=O)N1Cc2cc(C(=O)NC3CCCC3)nc(-c3cccc(-c4cccnc4)c3)c2[C@@H]1CCO	-1	5%
CCOC(=O)C1=CC[C@@H](c2ccc([N+](=O)[O-])cc2)N(S(=O)(=O)c2ccc(C)cc2)[C@H]1c1ccccc1	2	3%
COc1ccccc1Cc1c(-c2ccc(OC)c(OC)c2)nc2c3ccccc3ccn12	-3	1%
Cn1c(NCCOc2ccccc2)nc2cc(-c3ccc(F)cc3)sc2c1=O	-3	-3%
Cc1ccccc1NC(=O)Nc1nc(C(N)C2CCCCC2)cs1 (centres undefined)	0	0%
CC(C)C(=O)N1CCC1(C)C(=O)NCc1ccc(C(C)(C)C)cc1 (centres undefined)	4	-2%
CC(C)C[C@@H](CN1CCC[C@@H]1CN1C(=S)NC[C@@H]1Cc1ccc(O)cc1)N1C[C@H](Cc2ccc(O)cc2)N(CC2CCCCC2)C1=S	1	2%
CCCS(=O)(=O)NC(=O)C1(C)CCCN(C(=O)c2ccc(OC)cc2)C1 (centres undefined)	-1	6%
O=S1(=O)CC(N2CCCC2)CN1Cc1cn(Cc2ccc(F)cc2)nn1 (centres undefined)	-1	4%
Cc1ccc(C)c(CC(=O)N2CCCC(c3cc(C(=O)NCc4cccnc4)no3)C2)c1 (centres undefined)	5	-6%
COc1ccc(NC(=O)c2ccc(-c3c(C)noc3C)c3ccoc23)cn1	-4	12%
COc1ccc(CCNC2=CC(=O)CCC2)cc1OC	-3	2%
CC(C)C[C@@H](COCc1ccc(F)cc1)N1CCN(C(=O)c2cccc(C(F)(F)F)c2)CCC1=O	-21	2%
Cc1cnc(C)c(Nc2nc(C(N)Cc3ccc(Cl)cc3)cs2)n1 (centres undefined)	2	6%
CCCCC[C@H](C)N1C[C@@H](COCc2ccccc2)Oc2cc(N3CC[C@H](O)C3)ccc2S1(=O)=O	2	-15%
Cc1cc(Br)cn2c(Cc3cccc(F)c3)c(-c3ccc(Cl)cc3)nc12	-1	11%
COCCNC(=O)C1(C)CCCN(Cc2c(C)nn(-c3ccccc3)c2C)C1 (centres undefined)	2	-3%
CCOC(=O)C1=CCN(S(=O)(=O)c2ccc(Cl)cc2)C1c1ccccc1 (centres undefined)	-2	6%
Cc1c(C(=O)N2CCCC(C)(C(=O)NS(=O)(=O)C3CC3)C2)oc2ccccc12 (centres undefined)	-1	-6%
CCNC(=O)C1(C)CCN(Cc2cccc(Oc3ccccc3)c2)C1 (centres undefined)	3	10%
Cc1ccc2nc(-c3cccc(Br)c3)c(Cc3ccccc3)n2c1	-5	-18%

Reprinted from the results shown (4 entries):
SMILES	PI4K2A block	GLS inh
CCOC(=O)C1=CCN(S(=O)(=O)c2ccc(Cl)cc2)C1c1ccccc1 (centres undefined)	-2	6%
Cc1c(C(=O)N2CCCC(C)(C(=O)NS(=O)(=O)C3CC3)C2)oc2ccccc12 (centres undefined)	-1	-6%
CCNC(=O)C1(C)CCN(Cc2cccc(Oc3ccccc3)c2)C1 (centres undefined)	3	10%
Cc1ccc2nc(-c3cccc(Br)c3)c(Cc3ccccc3)n2c1	-5	-18%
